Compound activity from PubChem.
Pyk2 oligo antag: Pyk2 (human) oligomerization antagonism; Q293 cells, Pyk2 FERM NanoBiT luminescence; active compounds read low; Q14289; z-score (the deposit names both 25 µM and 10 µM); 99,000 tested, 0.83% active;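 active = Z-score of -3 or lower, scaled per plate to the spread of control and sample wells; inactive = z-score above -3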;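 note: negative z-score means lost luminescence so less FERM oligomerization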
Target sequence (Q14289 whole entry, looked up): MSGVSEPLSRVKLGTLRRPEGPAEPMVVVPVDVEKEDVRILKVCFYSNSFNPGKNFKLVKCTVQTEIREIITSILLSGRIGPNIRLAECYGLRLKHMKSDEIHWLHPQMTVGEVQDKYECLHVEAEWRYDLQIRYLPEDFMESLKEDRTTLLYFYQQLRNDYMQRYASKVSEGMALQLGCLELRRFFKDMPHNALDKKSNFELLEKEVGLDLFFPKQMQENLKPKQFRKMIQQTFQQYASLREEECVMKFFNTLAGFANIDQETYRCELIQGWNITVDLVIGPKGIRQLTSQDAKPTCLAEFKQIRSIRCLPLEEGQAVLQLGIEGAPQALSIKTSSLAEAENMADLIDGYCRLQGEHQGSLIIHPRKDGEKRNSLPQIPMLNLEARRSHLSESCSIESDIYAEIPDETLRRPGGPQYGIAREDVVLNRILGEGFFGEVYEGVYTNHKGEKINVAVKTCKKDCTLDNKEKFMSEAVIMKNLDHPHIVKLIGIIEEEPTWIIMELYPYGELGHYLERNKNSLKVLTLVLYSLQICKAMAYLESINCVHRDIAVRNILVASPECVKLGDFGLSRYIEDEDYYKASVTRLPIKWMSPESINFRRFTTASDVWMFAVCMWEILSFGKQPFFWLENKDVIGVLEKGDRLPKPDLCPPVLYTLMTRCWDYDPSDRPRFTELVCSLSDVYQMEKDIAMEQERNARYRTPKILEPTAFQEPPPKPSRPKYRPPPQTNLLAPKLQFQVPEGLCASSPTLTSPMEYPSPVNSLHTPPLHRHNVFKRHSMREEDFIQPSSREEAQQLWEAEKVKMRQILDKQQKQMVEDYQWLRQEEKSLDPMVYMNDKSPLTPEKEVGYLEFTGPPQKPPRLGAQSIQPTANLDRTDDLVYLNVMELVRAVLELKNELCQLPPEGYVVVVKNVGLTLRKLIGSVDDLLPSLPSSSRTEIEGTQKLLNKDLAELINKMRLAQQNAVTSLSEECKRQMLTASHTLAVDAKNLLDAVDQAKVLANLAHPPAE
HUVEC inhibit: inhibitors of human endothelial cell proliferation. HUVEC proliferation, CellTiter-Glo luminescence, 72 h; active compounds read low. viability, % at 10 µM (by protocol). 86,000 tested, 1.1% active. AID 648;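 active = viability at or below 30%; inactive = viability above 30%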;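 note: 100% = median luminescence of DMSO-only cell control wells on each plate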
VCAM1 TNFa inh: reduces TNF alpha induced VCAM1 expression in HUVEC; HUVEC TNFa-induced VCAM-1 immunofluorescence, high-content imaging; inhibition, % at 2 µM; AID 802; 95,000 tested, 0.48% active;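 active = inhibition above the batch mean plus 3 SD, with images confirmed as a hit by eye, cut at about 37% in these data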;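 note: 0% = TNF-stimulated DMSO wells and 100% = unstimulated control wells; not every result past the cut was called active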
F-actin modifier: cytoskeleton assembly modification; AID 836; inhibition, % at 2 µM; HUVEC TNFa F-actin phalloidin imaging, high content; 91,000 tested, 0.18% active;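 active = inhibition above the batch mean plus 3 SD and confirmed as a hit by visual image inspection, cut at about 30% in these data, passing the limit was not always enough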; note: strong numbers were not always called active
H69AR inhibit: blocks growth of human H69AR lung tumor cells | H69AR lung tumor viability, ATP luminescence, 72 h; active compounds read low | viability, % at 10 µM | 85,000 tested, 6% active | AID 598;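 active = viability at or below 40%; inactive = viability above 40%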;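 note: multidrug resistant small cell line overexpressing MRP-1 efflux transporter; 100% = mean luminescence of untreated control wells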
Smad3 FoxH1 inh: Smad3 (human) transcription factor binding inhibition. TR-FRET Smad3/Dy647-FoxH1 peptide binding, europium anti-His. inhibition, % at 25 µM. 88,000 tested, 0.29% active. AID 630;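 active = compounds that reduce the energy-transfer binding signal between the protein and its labelled peptide by more than half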;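 note: 0% = Smad3 plus labelled peptide maximal FRET and 100% = peptide-only background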
Lung fibro prol: blocks proliferation of human lung fibroblasts; LL 47 human lung fibroblast viability, ATP luminescence; active compounds read low; AID 719; viability, % at 10 µM; 85,000 tested, 1.1% active;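 active = viability at or below 50% in the single dose screen; inactive = viability above 50%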;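 note: compound exposure lasted 72 h before the ATP readout; 100% = median luminescence of untreated cell-only wells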
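Material: human lung fibroblast line LL 47, low passage; Evaluation: viability percentage against median untreated-cell control; Buffer or medium: 15% FBS in IMEM; Incubation: 72 h compound exposure at 37 °C after overnight plating; Dosing: 0.1% DMSO in all compound wells; Measured by: CellTiter-Glo luminescence.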
HUVEC tox TNFa: toxic to HUVEC cells under TNF alpha stimulation | AID 848 | cell count reduction, % at 2 µM | 93,000 tested, 0.17% active | HUVEC TNFalpha-stimulated, Hoechst cell count, imaging;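 active = cell count reduction exceeding the screen mean by over 5 SD, scaled to untreated wells per plate, cut at about 78% in these data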;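 note: cells counted after 24 h of TNF alpha exposure following the 1 h pretreatment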
HUVEC tox IL1B: toxic to HUVEC cells under IL-1B stimulation | HUVEC cell count loss, Hoechst imaging, IL-1B stimulated | cell count reduction, % at 2 µM | 94,000 tested, 0.41% active;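 active = cell count reduction more than 3 SD above the screen-wide mean, cut at about 70% in these data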;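 note: normalized per plate to untreated control cells as the no-loss baseline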
An asterisk follows results filed as active; . = not tested or not shown; & = joins results of further samples; ! = a repeat was not active; [ ] = another dose, or the depositor's remark. An excerpt, so the mix of outcomes need not match the whole.

SMILES	Pyk2 oligo antag	HUVEC inhibit	VCAM1 TNFa inh	F-actin modifier	H69AR inhibit	Smad3 FoxH1 inh	Lung fibro prol	HUVEC tox TNFa	HUVEC tox IL1B
O=c1[nH]c(=O)n(CCC2=CCCCC2)c(O)c1C=NCc1cccnc1	-3.2*	91	-7	-9	98	0[fluorescence artefact?]	91	12	26
Cc1cc2c(C(C)C)c(O)c(O)c(C=O)c2c(O)c1-c1c(C)cc2c(C(C)C)c(O)c(O)c(C=O)c2c1O	.	3.0*	.	.	0.6*	8&-3	28*!	.	.
COc1ccc(CCn2c(O)c(C=NCCCN(C)C)c(=O)[nH]c2=O)cc1OC	0.21	92	16	-11	78	-2	103	5	-3
O=C1C2CCN(CC2)C1Cc1ccc(OCCOc2ccccc2)cc1 (centres undefined)	1.2	88	-15	1	70	-1	93	-19	-16
CCC(COC(=O)NC)NC(=O)Oc1ccccc1 (centres undefined)	-1.5	96	6	-3	94	10	94	-33	13
COc1ccc(C(=O)C2CN(C)CC2C(=O)c2ccc(OC)cc2)cc1 (centres undefined)	-0.45	.	-3	-11	.	.	.	-4	-21
CC1CN=C(NCc2ccccc2)S1 (centres undefined)	0.09	87	4	-8	105	-4	97	-5	-90
C#CCN(C)C(C)Cc1ccccc1 (centres undefined)	.	96	.	.	95	1	101	.	.
CC(C)N1C(=O)CC2(CC[N+](C)(CCOC(=O)C(O)(c3ccccc3)c3ccccc3)CC2)C1=O (centres undefined)	0.71	.	12	1	.	.	.	-20	-13
CC1CC2(O)c3nonc3CCC2N1O (centres undefined)	0.11	102	10	28	88	-21	104	-16	5
COc1ccc(-n2c(=O)[nH]c3ccccc3c2=O)c(OC)c1	-0.07	92	-1	37	102	10[fluorescence artefact?]	97	-18	-42
Cc1ccc(C(=O)n2cc(CCN3CCS(=O)(=O)CC3)c3ccccc32)cc1	-0.64	.	7	0	.	.	.	-40	-17
COc1ccc2c(c1)c(C(=O)CN1CCN(C)CC1)c(C)n2Cc1ccccc1	1.4	55	-4	2	72	15	104	-2	27
Cc1ccc2c(c1)C1CN(C)CCC1N2C(=O)c1ccco1 (centres undefined)	1.4	91	2	1	97	10	99	-3	3
CCCCn1c(O)c(C=NC2CCCCC2N)c(=O)[nH]c1=O (centres undefined)	-1.1	97	12	-1	97	22[fluorescence artefact?]	106	7	84*
CN(C)C(=O)NC(O)C(Cl)(Cl)Cl (centres undefined)	-0.32	97	14	7	103	-4	100	22	-10
Cc1cccnc1-n1c(-c2ccccc2)nc2ccccc2c1=O	-0.02	.	9	23	.	.	.	-36	-15
CCCCOc1ccc(CN2CCN(CC)CC2)cc1	0.09	96	6	9	89	4	101	-7	12
OCCNc1c2c(nc3ccccc13)CCCC2	-1.1	101	-20	1	87	-3	.	4	-9
CC(=O)Nc1ccc(S(=O)(=O)NC(CC(=O)N2CCC3(CC2)OCCO3)C(C)C)cc1 (centres undefined)	0.29	105	.	.	96	7	102	.	.
Cc1[nH]c2ccccc2c1CCN	-0.48	89	-1	15	94	3	90	-12	-26
CCC(=NCCN1CCOCC1)c1c(O)n(-c2ccccc2C)c(=O)[nH]c1=O	-0.64	96	-10	6	81	13[fluorescence artefact?]	96	-4	52
COc1cc(Br)cc(CN2CCN(C)CC2)c1O	-0.08	94	-1	.	93	-12	107	-4	-10
CCCC[n+]1cc(/N=C(\[O-])OC)on1	0.29	106	-3	.	96	-2	103	-30	-42
C=CCn1c(O)c(C(C)=NCCc2ccccc2)c(=O)[nH]c1=O	-0.45	88	-23	-7	76	-27	114	-3	-1

The results go on:
SMILES	Pyk2 oligo antag	HUVEC inhibit	VCAM1 TNFa inh	F-actin modifier	H69AR inhibit	Smad3 FoxH1 inh	Lung fibro prol	HUVEC tox TNFa	HUVEC tox IL1B
CCN(c1ccc(C(O)(C(=O)OC)C(F)(F)F)cc1)S(=O)(=O)c1ccc(C)cc1 (centres undefined)	-1	101	-2	2	100	3	101	-11	4
CCCCCCn1c(N)c(C(=O)NCCN2CCOCC2)c2nc3ccccc3nc21	-0.42	28*	1	-13	1.5*	0	73	-26	9
CC(C)n1cc(C(=O)N(CC(=O)NC(C)(C)C)Cc2ccccc2)cn1	0.6	100	.	.	99	-5	93	.	-7
Cc1cccc(N2CCc3c2nc2ccccc2c3N)c1	0.56	88&81	-32&17	-1&3	34*!	3&11	95&86	-30&-22	-28&-36
CC(=O)OC1(c2ccccc2)CCN(C)C2CCCCC21 (centres undefined)	0.09	103	.	.	89	-2[fluorescence artefact?]	104	.	.
CCC(=NCC1CCCO1)c1c(O)n(-c2ccccc2)c(=O)[nH]c1=O (centres undefined)	-0.88	103	-17	-2	97	2	110	10	57
O=C(Nc1ccc(F)cc1)N1CC2CC(C1)c1cccc(=O)n1C2 (centres undefined)	0.73	91	6	-13	95	0	99	11	-4
NC(=O)OCCSc1nnc(-c2cccc(C(N)=S)c2)o1	0.1	102	21	0	96	-8	106	-3	34
Cc1ccc(O)c(CN2CCN(c3ccccc3)CC2)c1	-0.06	102	.	.	81	-24	94	.	.
CCOc1ccc(C2(C#N)CC[N+](C)(C)CC2)cc1	-0.78	.	0	2	.	.	.	-14	-7
CCn1c(O)c(C=NCc2cccs2)c(=O)[nH]c1=O	0.54	94	21	-3	94	9	102	16	42
Cc1cccc(-n2c(C)nc3cc(C(=O)N4CCC5(CC4)OCCO5)ccc32)c1	-0.9	.	15	13	.	.	.	-28	6
COc1ccc(C=C2C(=O)N(C)C(=O)N(C)C2=O)cc1CSc1ccccn1	0.7	89	11	0	44	3	87	-8	1
COc1ccc(Cn2c(O)c(C=NCCN3CCOCC3)c(=O)[nH]c2=O)cc1	-0.52	.	-13	-4	.	.	.	-21	31
CC1(C)C2CC=C(CN3CCC(O)CC3)C1C2 (centres undefined)	0.66	103	21	7	93	-6	100	-13	-1
Cc1nc2sccc2c(=O)n1-c1ccccc1Cl	0.31	.	17	8	.	.	.	-3	-41
COc1ccc(CC2C(=O)NC(=O)NC2=O)c(OC)c1	-0.32	101	-16	-18	100	8	104	-9	-9
CC(C)(C)NC(=O)Cn1cc(C(=O)c2ccccc2F)c2ccccc21	-0.78	94	-2	-8	85	-3	96	12	2
CCCCCn1c(=O)c(C(=O)Nc2ccncc2)c(O)c2ccccc21	.	69	.	.	5.1*	37[fluorescence artefact?]	49*	.	.
Cn1c(O)c(C=NC2CC3CCC2(C)C3(C)C)c(=O)[nH]c1=O (centres undefined)	0.88	97	5	15	86	0	98	0	9
O=C(c1ccc2c(c1)ncn2C1CCCCCC1)N1CCC2(CC1)OCCO2	-0.39	97	-23	7	28*	-1	95	-7	-90
CN(C)c1nc(-c2ccccc2)[n+](C)s1	0.61	94	4	-11	82	6	97	3	-26
CCN(CC)S(=O)(=O)c1ccc(N=Cc2c(O)n(-c3ccccc3)c(=O)[nH]c2=O)cc1	0.05	87	7	.	92	-3	93	-13	5
CC1CCC(NCCc2ccc3c(c2)OCO3)CC1 (centres undefined)	0.69	84	2	4	70	-11	94	-37	-12
CC(=NCCN1CCOCC1)c1c(O)n(-c2ccccc2C)c(=O)[nH]c1=O	-0.34	.	-26	-48	.	.	.	4	-6

The list continues:
SMILES	Pyk2 oligo antag	HUVEC inhibit	VCAM1 TNFa inh	F-actin modifier	H69AR inhibit	Smad3 FoxH1 inh	Lung fibro prol	HUVEC tox TNFa	HUVEC tox IL1B
COc1cc(OC)c(OC)cc1CNCCc1ccc(OC)c(OC)c1	-0.02	101	.	.	87	-10	108	.	.
CCN(CC)Cc1c[nH]c2ccccc12	-0.5	89	32	-4	89	-3	93	-22	-21
C=CCOC(=O)C1=C(C)OC(N)=C(C#N)C12C(=O)N(CN1CCOCC1)c1ccccc12 (centres undefined)	-0.36	108	88*	-48	82	7	100	91*	-7
O=C(O)CP(=O)(O)c1ccc(Cl)cc1	-0.45	.	-13	-13	.	.	.	16	29
COc1ccc(C2C(C(=O)N3CCC4(CC3)OCCO4)CC(=O)N2c2ccc(OC)cc2)cc1 (centres undefined)	0.3	104	.	.	87	-3	101	.	.
CCCNS(=O)(=O)c1ccc(OCC(=O)N2CCN(Cc3ccccc3)CC2)cc1	0.43	96	3	-28	93	7	91	-33	-5
COc1ccc(-c2nc3ccccc3c(=O)n2-c2cccnc2)cc1	-0.6	.	7	-34	.	.	.	8	-30
COCCCN1CCN(c2nnc3n2-c2sc(Br)cc2C(c2ccccc2Cl)=NC3)CC1	1.1	.	-5	-33	.	.	.	-4	10
CN1C2CCC1CC(OC(=O)c1ccc(Cl)cc1)C2 (centres undefined)	0.82	99	-2	-1	102	-3	100	-5	0
CC(=Nc1c(C)n(C)n(-c2ccccc2)c1=O)c1c(O)n(Cc2ccccc2)c(=O)[nH]c1=O	-0.05	105	19	-6	88	7	96	-15	1
O=C(c1ccco1)c1cn(Cc2ccccc2Cl)c2ccccc12	-0.39	93	13	1	78	2	94	-2	-25
Cc1cc(C)n2c(Br)c(CN3CC4CC(C3)c3cccc(=O)n3C4)nc2n1 (centres undefined)	.	100	.	.	101	-1	98	.	.
Nc1ccccc1C(=O)OCC(=O)N1CCc2ccccc21	-0.73	89	14	6	90	3	108	37	21
Cc1ccccc1OCCN=Cc1c(O)n(C)c(=O)n(C)c1=O	-0.32	94	14	-5	92	15[fluorescence artefact?]	108	-18	-24
O=C1CCCC2=C1C(c1cccnc1)Nc1ccccc1N2 (centres undefined)	0.59	96	14	2	94	3	100	-25	-37
OC1(c2ccc(F)cc2)CC2CCC(C1)N2Cc1nnnn1C1CCCC1 (centres undefined)	-0.1	97	24	11	59	1	93	4	-9
CCCC(C)C1(CC)C(=O)NC(=Nc2ccccc2)NC1=O (centres undefined)	0.69	97	-9	-10	98	-17	98	.	-31
COc1cc2c3c(c1OC)-c1cc(O)ccc1CC3NCC2 (centres undefined)	-1.5	89	44*	21	96	-1	96	66	1
CCCC12CN3CC(CCC)(CN(C1)C3c1ccccn1)C2=O (centres undefined)	0.01	109	12	12	70	9	110	-17	-38
CC1=CC(C)C(COC(N)=O)(COC(N)=O)C(C)C1 (centres undefined)	-0.11	101	1	-23	93	4	101	5	7
Cc1nn(-c2ccccc2)c2c1CC1(C(=O)N(C)C(=O)N(C)C1=O)C1CCCCN21 (centres undefined)	1.6	.	2	-3	.	.	.	-4	-5
COP(=O)(OC)C1(Nc2ccc(C)cc2)CCCCC1	0.05	102	-17	1	85	-5	97	-7	.
CN1CCN(c2nc3ccccc3c(=O)n2-c2ccccc2)CC1	.	96	.	.	89	-5	100	.	.
CN(C)CCc1nc2ccccc2c(=O)n1-c1ccccc1	.	81	18	-5	90	0	95	-6	-33
CCOC(=O)c1c(C)n(Cc2ccco2)c2ccc(OC)cc12	0.05	90	11	-14	85	-11	97	-24	-13
CC(C)CC12CN3CCN(CC(C3)C1O)C2 (centres undefined)	0.62	98	15	3	102	-1	102	-7	-11
N[C@@H](Cc1c[nH]c2ccccc12)c1nnc(SCc2ccccc2)o1	-0.25	.	-17	-10	.	.	.	-21	-47

Part of the list above in order of length of the SMILES, smallest number first.
SMILES	Pyk2 oligo antag	HUVEC inhibit	VCAM1 TNFa inh	F-actin modifier	H69AR inhibit	Smad3 FoxH1 inh	Lung fibro prol	HUVEC tox TNFa	HUVEC tox IL1B
O=C1CCCC2=C1C(c1cccnc1)Nc1ccccc1N2 (centres undefined)	0.59	96	14	2	94	3	100	-25	-37
CCOC(=O)c1c(C)n(Cc2ccco2)c2ccc(OC)cc12	0.05	90	11	-14	85	-11	97	-24	-13
COc1ccc(-c2nc3ccccc3c(=O)n2-c2cccnc2)cc1	-0.6	.	7	-34	.	.	.	8	-30
